# DAX1 inh-1 – blocks DAX1 repression of SF-1 activated StAR promoter; HEK293T StAR-luciferase reporter, SF-1/DAX-1 repression relief; inhibition, % at 6.8 µM; 370,000 tested, 1.1% active; AID 652010;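 active means inhibition above the mean over all tested compounds plus 3 SD, cut at about 3.6% in these data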;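 further: 0% = DAX-1 cells with DMSO and 100% = cells lacking DAX-1 with DMSO; higher inhibition means more luminescence from relief of DAX-1 repression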
# ssDAF12 agonist – activates DAF-12 receptor from parasite S. stercoralis; HEK293 ssDAF-12/GRIP1 lit1-tk-luc reporter, luminescence; % of 3 µM dafachronic acid response; activation, % at 6.8 µM; AID 652126; 370,000 tested, 1% active;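 active means activation above the mean over all tested compounds plus 3 SD, cut at about 0.9% in these data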;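 further: 0% = DMSO-only wells and 100% = 3 µM delta7-dafachronic acid wells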
# DAX1 inh-2 – inhibitors of human orphan nuclear receptor DAX1 (NR0B1). P51843. HEK293 Gal4-DAX1 luciferase reporter, luminescence. inhibition, % at 6.75 µM. 340,000 tested, 0.99% active. AID 504766;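 active means inhibition above the mean over all tested compounds plus 3 SD, cut at about 4.2% in these data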;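 further: 0% = DAX1-transfected cells with DMSO and 100% = empty-vector control cells with DMSO; inhibition shows as a rise in luminescence from relieved DAX1 repression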
# Rev-erbA mod – modulators of human Rev-erb alpha DNA binding; AID 1259318; Rev-erbα–FITC-DNA binding, fluorescence polarization, 90 min; 370,000 tested, 0.79% active; activity, % at 10 µM;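 active means activity above about 14%, limit read from the data; passing the limit was not always enough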;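 further: 0% = DMSO wells with 35 nM protein and 100% = DMSO wells with 750 nM protein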
# SMARCA2 act – SMARCA2 function activation, primary screen; 370,000 tested, 1% active; MG213 cells, MMTV-luciferase reporter, dexamethasone, overnight; AID 652017; activation, % at 9.1 µM; in the data active means activation above about 7.8%;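 further: 0% = vehicle wells and 100% = reference activator wells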
# hcDAF12 agonist – activates DAF-12 receptor from parasite H. contortus; HEK293 hcDAF-12 lit1-tk-luc reporter, luminescence; 0% DMSO, 100% Δ7-dafachronic acid; activation, % at 6.8 µM; 370,000 tested, 1.4% active; AID 652067;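 active means activation above the mean of all tested compounds plus 3 SD, cut at about 5.5% in these data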;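 further: 100% = response to 3 µM Δ7-dafachronic acid high control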
# PLCg1 inh – blocks human PLC-gamma1 enzyme activity; 370,000 tested, 0.84% active; AID 720700; P19174; inhibition, % at 12.2 µM; purified PLC-gamma1, fluorogenic substrate, fluorescence; in the data active means inhibition above about 9.5%
# Target sequence (P19174 whole entry, looked up): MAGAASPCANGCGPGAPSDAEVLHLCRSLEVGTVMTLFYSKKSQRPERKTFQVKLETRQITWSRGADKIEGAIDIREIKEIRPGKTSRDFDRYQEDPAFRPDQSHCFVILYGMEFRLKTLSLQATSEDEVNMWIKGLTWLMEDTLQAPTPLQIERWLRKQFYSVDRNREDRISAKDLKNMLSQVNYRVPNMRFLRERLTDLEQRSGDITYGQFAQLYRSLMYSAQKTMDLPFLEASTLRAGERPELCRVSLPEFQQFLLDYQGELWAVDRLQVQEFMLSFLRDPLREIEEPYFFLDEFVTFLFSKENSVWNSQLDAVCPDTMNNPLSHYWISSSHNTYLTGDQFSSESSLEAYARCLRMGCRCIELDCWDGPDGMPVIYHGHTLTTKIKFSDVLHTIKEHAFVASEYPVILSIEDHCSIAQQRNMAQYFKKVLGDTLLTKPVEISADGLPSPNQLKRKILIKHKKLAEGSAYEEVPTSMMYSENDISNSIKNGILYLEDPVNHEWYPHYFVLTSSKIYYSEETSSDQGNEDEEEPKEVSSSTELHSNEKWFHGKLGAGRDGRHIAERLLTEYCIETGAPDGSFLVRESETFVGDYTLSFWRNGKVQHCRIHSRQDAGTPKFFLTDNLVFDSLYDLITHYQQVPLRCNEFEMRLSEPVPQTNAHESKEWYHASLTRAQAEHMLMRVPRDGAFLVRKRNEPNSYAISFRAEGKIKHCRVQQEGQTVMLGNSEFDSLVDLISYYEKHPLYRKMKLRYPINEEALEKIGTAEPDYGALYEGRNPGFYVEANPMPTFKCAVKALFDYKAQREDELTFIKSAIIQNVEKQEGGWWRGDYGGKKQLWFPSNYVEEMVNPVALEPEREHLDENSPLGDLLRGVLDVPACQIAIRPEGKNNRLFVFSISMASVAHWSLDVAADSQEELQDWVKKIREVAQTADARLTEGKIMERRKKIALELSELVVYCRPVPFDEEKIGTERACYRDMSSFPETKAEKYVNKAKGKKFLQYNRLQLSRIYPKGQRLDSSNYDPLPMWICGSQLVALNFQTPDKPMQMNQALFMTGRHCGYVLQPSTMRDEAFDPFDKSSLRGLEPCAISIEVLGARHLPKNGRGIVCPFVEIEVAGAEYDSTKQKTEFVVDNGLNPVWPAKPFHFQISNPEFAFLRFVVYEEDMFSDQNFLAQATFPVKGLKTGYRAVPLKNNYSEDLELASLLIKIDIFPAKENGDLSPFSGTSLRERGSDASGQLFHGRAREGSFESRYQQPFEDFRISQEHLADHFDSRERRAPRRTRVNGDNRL
# hgDAF12 agonist – hgDAF-12 agonism, primary luciferase screen; activation, % at 6.8 µM; AID 687014; 370,000 tested, 1.8% active; HEK293 GAL4-hgDAF12 UAS-luciferase reporter, agonist luminescence; normalized to butyrate control;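 active means activation above a cutoff set at the mean of all screened compounds plus 3 SD, cut at about 10% in these data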;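 further: 0% = DMSO wells and 100% = sodium butyrate wells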
# MBD2 DNA inh – MBD2-methylated oligo binding inhibition; inhibition, % at 4.4 µM; TR-FRET, MBD2 binding to methylated oligonucleotide; AID 686964; Q9UBB5; 370,000 tested, 0.31% active; in the data active means inhibition above about 13%
# PLC-beta3 inh – PLC-beta3 (human) inhibition, primary screen; Q01970; Purified PLC-beta3, fluorogenic substrate, fluorescence; inhibition, % at 12.2 µM; 370,000 tested, 0.18% active; in the data active means inhibition above about 11%;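 further: 0% = median of compound wells on plate and 100% = full blocker control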
# ADAM17 inh – inhibitors of human ADAM17; P78536; recombinant ADAM17, EDANS/DABCYL FRET peptide cleavage; inhibition, % at 6.95 µM; 370,000 tested, 0.83% active; AID 720648;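 active means inhibition above the mean of compounds lying between control limits plus 3 SD, set per campaign, cut at about 8.5% in these data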;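 further: 0% = DMSO-only wells as the low control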
# Active calls of the source: *; x = not tested or not shown.
SMILES,DAX1 inh-1,ssDAF12 agonist,DAX1 inh-2,Rev-erbA mod,SMARCA2 act,hcDAF12 agonist,PLCg1 inh,hgDAF12 agonist,MBD2 DNA inh,PLC-beta3 inh,ADAM17 inh
CCOC(=O)C1CCN(S(=O)(=O)c2cc3c4c(c2)C(C)C(=O)N4CCC3)CC1 (stereo not given),0.2,-1.1,1.0,-3,0,0.7,-11,0.3,-10,-20,-6
ON=C1C2CC=C(c3ccccc3)C1CCC2 (stereo not given),-0.6,-1.0,1.0,2,1,0.1,-1,6.2,3,3,-2
c1ccc(CN2CCN(c3nc4ccccc4n4cnnc34)CC2)cc1,-0.7,-1.8,0.5,-11,1,-1.5,-5,-0.5,1,-8,-2
Cc1ccc(NC(=O)CSc2nc(=O)n(CCN(C)C)c3c2CCCC3)cc1Cl,-1.6,-1.4,-1.7,0,2,-1.9,2,-3.5,0,-6,-1
COc1ccc(C(=O)O)cc1S(=O)(=O)NCCc1ccccn1,1.0,-0.5,1.1,2,-4,-1.0,6,-1.8,4,-8,-2
CN=C(NC1CCCCC1)c1ccc(Cl)cc1,0.1,-1.4,-1.5,0,-1,-1.8,-1,-2.0,3,-2,-2
CCCc1nc(-c2cc3cc(C)ccc3[nH]c2=O)no1,0.6,-1.8,0.9,0,-2,-1.9,-18,-1.0,-1,-29,-46
OCCN=Cc1c(O)[nH]c2ccccc12,-0.6,-0.5,0.8,-5,0,2.1,3,1.7,2,6,-3
CCOC(=O)[C@]12CCCCC/C=C\1N(CCc1ccc(Cl)cc1)C(=O)[C@H]2CC(=O)N1CCN(C(=O)c2ccco2)CC1,-2.9,-1.8,x,-5,-1,-3.8,1,-5.5,0,-1,0
COc1ccc(CCNC(=O)Cn2c([N+](=O)[O-])cnc2C)cc1OC,-0.6,-1.7,-0.1,2,-1,-1.0,0,-1.2,4,-5,-7
CN(C)CCCNc1cc(C(C)(C)C)nc2c(-c3ccccc3)cnn12,0.7,1.3*,4.7*,0,9.3*,2.2,-163,8.2,-2,-199,-17
COc1ccc(N(CC(=O)N2CCN(C)CC2)S(=O)(=O)c2cc(C)ccc2OC)cc1Cl,0.1,-1.2,0.2,-4,-2,-2.2,2,-1.4,-2,-7,-3
Cc1cc(S(=O)(=O)N2CCCCC2)ccc1OCC(=O)N1CCOCC1,1.4,0.3,0.3,3,-2,0.0,0,-1.1,-3,-1,0
Cc1ccccc1OC(C)C(=O)NCCCN1CCOCC1 (stereo not given),-1.1,-0.1,-0.1,-1,-3,0.4,-2,-3.4,-5,-8,-5
COC(=O)c1c(NC(=O)Cn2cnc([N+](=O)[O-])n2)sc2c1CCC(C)C2 (stereo not given),0.7,-1.6,-0.4,6,-2,-0.3,0,-1.2,1,5,-2
COC(=O)C1C(O)CCC2CN3CCc4c([nH]c5ccccc45)C3CC21 (stereo not given),-0.6,-0.2,2.0,-5,1,2.5,-49,0.2,-7,-61,-10
C[C@H]1[C@@H](OC(=O)NCc2cccnc2)CC[C@@]23CCCN2C(=O)CCC[C@@H]13,x,-0.9,x,-6,x,0.1,-1,-0.4,-5,-1,-6
CC(=O)Nc1nc2cc(N)ccc2s1,-0.3,-1.7,0.0,-1,0,-0.9,-12,-1.8,-2,-14,-2
COc1cccc(-c2csc(N3CCN(C(=O)Nc4ccc(F)cc4)CC3)n2)c1,-1.9,-2.0,-1.7,4,-4,-3.7,0,-3.2,-3,-3,7
CC(=O)NC(=S)Nc1ccc(S(=O)(=O)N(C)Cc2ccccc2)cc1,-0.9,-0.9,-0.9,8,-1,-1.0,-4,-2.4,2,5,1

# Ordered by value in PLC-beta3 inh (lowest first): three from the list above
compound	DAX1 inh-1	ssDAF12 agonist	DAX1 inh-2	Rev-erbA mod	SMARCA2 act	hcDAF12 agonist	PLCg1 inh	MBD2 DNA inh	PLC-beta3 inh	ADAM17 inh
COC(=O)C1C(O)CCC2CN3CCc4c([nH]c5ccccc45)C3CC21 (stereo not given)	-0.6	-0.2	2.0	-5	1	2.5	-49	-7	-61	-10
Cc1ccccc1OC(C)C(=O)NCCCN1CCOCC1 (stereo not given)	-1.1	-0.1	-0.1	-1	-3	0.4	-2	-5	-8	-5
COc1cccc(-c2csc(N3CCN(C(=O)Nc4ccc(F)cc4)CC3)n2)c1	-1.9	-2.0	-1.7	4	-4	-3.7	0	-3	-3	7

# The list goes on.
SMILES,DAX1 inh-1,ssDAF12 agonist,DAX1 inh-2,Rev-erbA mod,SMARCA2 act,hcDAF12 agonist,PLCg1 inh,hgDAF12 agonist,MBD2 DNA inh,PLC-beta3 inh,ADAM17 inh
COc1ccc(NC(=O)Cn2ncn3c(cc4ccccc43)c2=O)c(OC)c1OC,2.3,-1.4,-0.2,-5,1,0.9,-8,-1.7,0,-16,-1
O=C(C1=C[C@H](C2CCCCC2)C[C@H](OCc2ccc(CO)cc2)O1)N1CCN(Cc2ccccc2)CC1,-0.2,-1.6,0.1,5,1,-0.3,1,-2.9,-3,-1,5
Cc1ccccc1-c1cnc(C(O)c2ccccc2)[nH]1 (stereo not given),2.9,-1.4,x,-8,1,3.4,0,7.0,-7,1,-1
Cc1ccc(C(=O)N/C(=C\c2ccco2)C(=O)N2CCSCC2)cc1C,-0.1,-0.8,-0.9,-3,-1,-0.1,-3,-1.0,1,0,-5
Cc1ccc(S(=O)(=O)NCCCN(C)C)cc1,-0.1,-0.4,2.8,0,1,-1.1,2,-0.6,-3,1,0
CSc1ccc(/C=C/C(=O)OCC(=O)N2CCN(S(=O)(=O)c3ccc(C)cc3C)CC2)cc1,-1.1,-1.0,-0.8,1,-2,0.9,-13,3.2,-3,-17,-13
O=C(NCc1cccs1)c1cc(-c2ccccn2)nc2ccc(Br)cc12,-0.1,-1.1,0.3,12,-3,1.0,-3,-0.7,2,-5,-6
COc1ccc(C(=O)Nc2ccc3c(c2)C(=O)c2ccccc2C3=O)cc1OC,0.2,-1.0,-1.1,-27,3,-0.2,2,0.0,0,1,-1
OC[C@@H]1CCCN1Cc1cn(-c2ccccc2)nc1-c1ccc2c(c1)OCO2,-0.4,-0.8,1.0,-5,1,-0.4,-2,1.5,1,-8,-1
CC(C(=O)NC1CCCCC1)N(Cc1ccc(F)cc1)C(=O)c1snc(C(N)=O)c1N (stereo not given),-0.3,-1.1,1.2,-5,5,-2.1,-77,-4.2,2,-125,-100
CCC(=O)NC(c1cc(Cl)c2ccccc2c1O)C(C)C (stereo not given),-0.2,-1.8,0.6,3,0,0.2,-66,-0.9,2,-93,-20
CCCCn1c(SCC(=O)Nc2cc(C)[nH]n2)nc2ccsc2c1=O,-1.2,-1.5,1.0,-5,-3,0.6,2,-1.0,-1,0,-2
Cc1c(S(=O)(=O)N2CC(C)CC(C)C2)c(=O)n(C)c(=O)n1C (stereo not given),0.1,-0.9,0.0,2,0,-0.2,2,-0.6,0,-1,1
OCCCCNCc1ccc(OCc2ccc(Cl)cc2)cc1,0.0,-1.0,-0.3,1,0,-0.2,0,0.9,3,2,-4
Cc1cc(NC(=O)CN2CCCCC2)n(-c2ccccc2)n1,-0.5,-1.4,x,-3,1,-2.2,1,-2.1,2,-5,-4
CSc1ccccc1NC(=O)COC(=O)c1ccccc1Cc1ccccc1,-0.1,-1.0,-1.2,8,1,0.2,1,0.1,3,3,4
Cc1[nH]c(C)c(S(=O)(=O)N2CCN(c3cccc(C(F)(F)F)c3)CC2)c1C(=O)N1CCCCC1,1.2,-0.7,-0.1,-1,-2,0.9,0,0.7,0,-2,0
CCN(CC)S(=O)(=O)c1ccc(C(=O)N2CCN=C2SCc2cccnc2)cc1,-1.4,-0.9,1.0,5,0,-1.6,1,-1.1,0,-1,-4
Cc1cc(C)c2c(CC(=O)NC(C)C)coc2c1,0.4,-1.7,0.0,4,-5,1.7,-3,-1.7,-5,-6,-6
CC(C)(C)c1ccc(C(=O)N2CCC2(C)C(=O)NS(=O)(=O)c2ccccc2Cl)cc1 (stereo not given),0.4,-1.0,x,-2,-3,-1.5,0,-1.6,3,-1,-5
Clc1ccc2c(c1)C=Nc1c(NCc3ccccc3)ncnc1O2,0.7,-0.7,0.2,2,-1,0.6,1,-0.8,1,-2,-4
CCN(CC)c1ccc(/C=N/NC(=O)CNC(=O)c2cccnc2)cc1,-0.7,-1.3,-0.3,1,-1,-1.1,-24,-0.8,1,-40,-52
COC(=O)c1ccc(N2CCOCC2)c(NC(=O)c2cccnc2)c1,-1.6,-0.7,0.8,-3,0,1.5,-1,-1.0,3,-6,-6
O=C(CCCn1c(=S)[nH]c2ccc(Br)cc2c1=O)N1CCN(c2ccccn2)CC1,-0.9,-1.8,-1.4,-1,-1,-2.0,4,-2.5,5,-2,0
Fc1cccc(Cc2noc(CN3CCN(c4cnccn4)CC3)n2)c1,-0.5,-1.6,-1.1,6,4,-0.3,4,-1.1,2,3,-3
Cc1ccccc1N1CCN(S(=O)(=O)c2nnc(NC(=O)c3ccc(F)cc3)s2)CC1,0.7,-1.0,1.8,-4,-1,1.6,1,0.6,4,-6,-4
CCO[C@@H]1OC(C(=O)N2CCOCC2)=C[C@H](c2coc3ccccc3c2=O)[C@H]1CCCO,0.2,-1.0,-0.5,-3,1,-1.1,0,1.2,0,1,-4
CCOCCCNCc1ccc(OCc2ccccc2Cl)cc1,0.5,-1.2,-0.1,1,-4,1.8,1,1.8,3,4,-3
CCn1c(=O)n(CC)c2cc(N3CCCC3)c(NC(=O)c3ccc(OC)c(Br)c3)cc21,-1.9,-1.9,-1.4,1,-1,-3.6,-82,-3.1,0,-118,-18
O=C(O)CCc1nnc(SCC(=O)Nc2cccc(C(F)(F)F)c2)[nH]c1=O,-0.7,-0.8,-0.9,-7,-4,-0.6,6,-0.4,-2,7,6
O=C(CCc1ccccc1)OCC(=O)c1cccc([N+](=O)[O-])c1,0.7,-0.4,0.6,-6,-3,0.3,1,2.8,2,-8,-1
Cc1ccc(S(=O)(=O)N2CCN(S(=O)(=O)N3CCOCC3)CC2)c(C)c1,-0.4,-1.6,-0.3,2,-4,-1.5,-1,-0.9,0,3,-4
OC(CSc1ccc(F)cc1)CN1CCN(c2ccccc2)CC1 (stereo not given),0.1,-1.0,-0.9,2,0,0.6,1,-2.0,4,-3,-5
CCOc1ccc(NS(=O)(=O)c2cc(C(=O)N3CCN(c4ccccc4O)CC3)ccc2Cl)cc1,-1.4,-1.4,-0.4,-4,-2,0.8,-1,1.1,-1,-11,1
Cc1cc(OCC(=O)N2CCN(c3ccccn3)CC2)c(C)cc1Br,1.4,-1.2,-0.8,-1,-2,-1.2,-1,-2.4,-2,-9,-4
COc1ccc(S(=O)(=O)N2CCCC2C(=O)NCc2cccs2)cc1 (stereo not given),-0.7,-1.2,-1.4,4,-1,-1.2,-1,0.5,-2,0,-1
C#CCOCCOCCOCCNc1nc(N2CCN(C(=O)[C@H]([C@@H](C)CC)n3cc(CCCN=C(N)N)nn3)CC2)nc(N2CCN(C(=O)[C@H](CCCCN)n3cc(CC(C)O)nn3)CC2)n1 (stereo not given in full),-0.2,-1.1,0.8,3,1,1.3,2,0.5,-3,0,-1
Clc1cccc(-c2nc(NCC3CCCO3)c3ccccc3n2)c1 (stereo not given),-1.9,-1.1,0.1,-2,5,-1.4,-5,1.6,-8,-5,2
Cn1c(-c2cc3c(C(F)(F)F)nn(C)c3s2)n[nH]c1=S,-0.5,-1.3,0.7,5,1,-0.9,-210,0.2,0,-263,-32

# High-throughput results: PubChem, several laboratories
